C diff HTS: C. difficile growth inhibitors, primary screen, HTS. Clostridium difficile clinical isolate growth, OD600, 24 h; stronger effect = lower value. growth activity, negative = inhibition, % at 16 µg/mL (by protocol). 0.25% of 86,000 active. AID 1259249, 2017;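 active means mean growth activity at or below -80% and every replicate also at or below -80%; inconclusive means mean at or below -80% but some replicate above -80%; inactive means mean growth activity above -80%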;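 further: 0% = DMSO wells and -100% = levofloxacin 16 µg/mL wells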
Pf Dd2 growth: P. falciparum Dd2 growth inhibitors, primary screen, SYBR Green fluorescence, single dose replicates | 72 h; stronger effect = lower value | activity change, % at 10 µM | 2.3% of 94,000 active | AID 1159554, 2015; in the data active means activity change below about -80%; inconclusive means no clear call, values can overlap the other calls
Tcruzi prolif: T. cruzi intracellular proliferation inhibitors, primary screen, cell-based, beta-gal Tulahuen parasites, NIH3T3 host, luminescence. AID 624255, 2012. inhibition, % at 8.34 µM. T. cruzi beta-gal in NIH3T3, GalScreen luminescence, 90 h. 5.9% of 77,000 active;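 active means mean inhibition above about 93%, with at least 55% of replicates each passing it, limit read from the data, passing the limit was not always enough; inconclusive means only one of those two conditions holds; inactive means neither condition holds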
KDM4C inh: inhibitors of GASC-1 (KDM4C) histone demethylase, primary screen, biochemical, single concentration HTS | 0.15% of 96,000 active | GST-KDM4C 2-372, H3K9me3 peptide, LANCE TR-FRET | AID 720574, 2013 | inhibition, % at 12.5 µM;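 active means mean replicate inhibition above about 25%, with at least 55% of replicates also reaching it, limit read from the data, passing the limit was not always enough; inconclusive means only one of those two conditions met; inactive means neither condition met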
Target sequence (Q9H3R0 2-372 limits assumed): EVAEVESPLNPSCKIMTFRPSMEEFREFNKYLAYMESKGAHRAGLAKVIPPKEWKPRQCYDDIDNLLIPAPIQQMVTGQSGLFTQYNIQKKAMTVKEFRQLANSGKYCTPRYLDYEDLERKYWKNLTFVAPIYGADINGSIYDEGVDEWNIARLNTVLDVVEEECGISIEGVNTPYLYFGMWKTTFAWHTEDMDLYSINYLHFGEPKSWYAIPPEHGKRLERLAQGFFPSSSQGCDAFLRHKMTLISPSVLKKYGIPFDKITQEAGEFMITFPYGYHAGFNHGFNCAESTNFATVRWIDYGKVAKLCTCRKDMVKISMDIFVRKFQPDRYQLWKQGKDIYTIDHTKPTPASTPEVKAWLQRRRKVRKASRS
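System – N-terminal GST-fused human GASC-1 (KDM4C) fragment, residues 2-372 · Input – enzyme final amount 10 nM · Technique – LANCE TR-FRET, Eu antibody, ULight-streptavidin, EDTA, ex 340 nm, em 618/671 nm · Medium – HEPES buffer, pH 7.5, plus ascorbate · Incubation – enzyme reaction 30 min, then detection 60 min, both room temperature · Reagent – H3K9me3 peptide with Fe(II)/2OG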
* marks the source's active call; other numbers are inactive results; ? = inconclusive; nt = no result given.

Keys – A = C diff HTS; B = Pf Dd2 growth; C = Tcruzi prolif; D = KDM4C inh
> CO[C@@H]1CN(C)C(=O)c2ccc(NC(=O)c3ccccc3)cc2OC[C@H](C)N(C(=O)C2CC2)C[C@@H]1C
  A: 0.6	B: -41.5	C: 32.2	D: -0.8
> CCCc1cn(CC[C@H]2CC[C@@H](NC(=O)Nc3ccccc3F)[C@@H](CO)O2)nn1
  A: nt	B: -35.4	C: -58.0	D: -0.3
> C[C@@H]1CCCCO[C@H](CN(C)C(=O)Nc2ccc(C(F)(F)F)cc2)[C@H](C)CN([C@H](C)CO)C(=O)c2cc(NC(=O)Nc3ccc(C(F)(F)F)cc3)ccc2O1
  A: 30.6	B: -80.3*	C: 119.8*	D: 0.2
> CCC(=O)N(C)C[C@@H]1Oc2cc(C#Cc3ccccc3)ccc2S(=O)(=O)N([C@H](C)CO)C[C@H]1C
  A: -2.2	B: -32.7	C: nt	D: 16.5
> COC(=O)C[C@H]1CC[C@@H]2[C@@H](COc3ccc(NC(=O)c4ccc(F)c(F)c4)cc3C(=O)N2C)O1
  A: -4.2	B: -0.1	C: -3.8	D: -1.1
> COc1ccccc1NC(=O)N[C@H]1CC[C@H](CCNS(=O)(=O)c2ccc(F)cc2)O[C@@H]1CO
  A: 1.5	B: -4.4	C: 24.4	D: 1.5
> CO[C@H]1CN(C)C(=O)c2ccc(NC(=O)c3ccccc3)cc2OC[C@H](C)N(C)C[C@@H]1C
  A: -3.5	B: nt	C: -98.8	D: 0.2
> C[C@@H]1CN([C@H](C)CO)C(=O)c2cccc(NS(C)(=O)=O)c2O[C@@H]1CN(C)Cc1ccc2c(c1)OCO2
  A: 2.4	B: 8.4	C: -2.1	D: 0.4
> O=C(C[C@@H]1C[C@@H]2c3cc(NC(=O)NC4CCCCC4)ccc3O[C@@H]2[C@H](CO)O1)NCC(F)(F)F
  A: nt	B: 4.2	C: -1.7	D: 0.0
> COc1ccc(S(=O)(=O)Nc2ccc3c(c2)C(=O)N([C@@H](C)CO)C[C@H](C)[C@H](CN(C)C(=O)NC2CCCCC2)OCCCC[C@@H](C)O3)cc1
  A: 16.6	B: -88.2*	C: 30.2	D: -0.8
> CCC(=O)N1CC2(CCN(C(=O)NC(C)C)CC2)c2c(n(C)c3cc(OC)ccc23)[C@H]1CO
  A: -8.8	B: -46.1	C: nt	D: -0.3
> CN1C(=O)c2cc(NC(=O)Nc3ccccc3F)ccc2OC[C@@H]2O[C@H](CC(=O)NCCc3ccncc3)CC[C@@H]21
  A: -19.9	B: 12.1	C: 28.0	D: 2.7
> C[C@H]1CN([C@@H](C)CO)C(=O)c2cccc(NC(=O)c3cnccn3)c2O[C@H]1CN(C)C(=O)Nc1ccc(F)cc1
  A: 4.5	B: 4.5	C: 13.2	D: 7.6
> CCS(=O)(=O)Nc1ccc2c(c1)C(=O)N(C)C[C@H](OC)[C@@H](C)CN(C(=O)c1ccc3c(c1)OCO3)[C@@H](C)CO2
  A: nt	B: 5.7	C: -20.4	D: 2.2
> Cc1noc(C)c1S(=O)(=O)Nc1ccc2c(c1)C(=O)N([C@H](C)CO)C[C@H](C)[C@@H](CN(C)CC1CC1)OCCCC[C@@H](C)O2
  A: 1.1	B: -9.9	C: -4.7	D: 0.3
> COc1ccc(CN(C)C[C@H]2Oc3ccc(NC(=O)Nc4ccc(F)cc4)cc3CC(=O)N([C@H](C)CO)C[C@H]2C)cc1
  A: 16.2	B: 22.5	C: nt	D: 1.1
> C[C@H](CO)N1C[C@H](C)[C@H](CN(C)C(=O)Nc2ccccc2F)Oc2cc(-c3ccccc3)ccc2S1(=O)=O
  A: nt	B: ?	C: 55.7	D: -3.2

Shown bar-delimited: entries from further up.
molecule | C diff HTS | Pf Dd2 growth | Tcruzi prolif | KDM4C inh
CCC(=O)N1CC2(CCN(C(=O)NC(C)C)CC2)c2c(n(C)c3cc(OC)ccc23)[C@H]1CO | -8.8 | -46.1 | nt | -0.3
CN1C(=O)c2cc(NC(=O)Nc3ccccc3F)ccc2OC[C@@H]2O[C@H](CC(=O)NCCc3ccncc3)CC[C@@H]21 | -19.9 | 12.1 | 28.0 | 2.7
C[C@H]1CN([C@@H](C)CO)C(=O)c2cccc(NC(=O)c3cnccn3)c2O[C@H]1CN(C)C(=O)Nc1ccc(F)cc1 | 4.5 | 4.5 | 13.2 | 7.6
CCS(=O)(=O)Nc1ccc2c(c1)C(=O)N(C)C[C@H](OC)[C@@H](C)CN(C(=O)c1ccc3c(c1)OCO3)[C@@H](C)CO2 | nt | 5.7 | -20.4 | 2.2
Cc1noc(C)c1S(=O)(=O)Nc1ccc2c(c1)C(=O)N([C@H](C)CO)C[C@H](C)[C@@H](CN(C)CC1CC1)OCCCC[C@@H](C)O2 | 1.1 | -9.9 | -4.7 | 0.3
COc1ccc(CN(C)C[C@H]2Oc3ccc(NC(=O)Nc4ccc(F)cc4)cc3CC(=O)N([C@H](C)CO)C[C@H]2C)cc1 | 16.2 | 22.5 | nt | 1.1
C[C@H](CO)N1C[C@H](C)[C@H](CN(C)C(=O)Nc2ccccc2F)Oc2cc(-c3ccccc3)ccc2S1(=O)=O | nt | ? | 55.7 | -3.2

Three compounds from above, arranged by their value in KDM4C inh, ascending:
mol | KDM4C inh
CCCc1cn(CC[C@H]2CC[C@@H](NC(=O)Nc3ccccc3F)[C@@H](CO)O2)nn1 | -0.3
CCS(=O)(=O)Nc1ccc2c(c1)C(=O)N(C)C[C@H](OC)[C@@H](C)CN(C(=O)c1ccc3c(c1)OCO3)[C@@H](C)CO2 | 2.2
CCC(=O)N(C)C[C@@H]1Oc2cc(C#Cc3ccccc3)ccc2S(=O)(=O)N([C@H](C)CO)C[C@H]1C | 16.5

Compounds as they come. Share with any hit: about 6.7%.
